HTR5A ag ctr – activates human HTR5A in OPRM1-OPRD1 agonist counter-screen; P47898; HTR5A agonist assay, luminescence, cell-based; activation, % at 9.3 µM; 340,000 compounds, 0.61% hits; AID 504692; in the data active means activation mostly above about 9.5%, no sharp cut-off; inactive means mostly below about 7.6%;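 further: 0% = cells with vehicle only and 100% = reference agonist; strong numbers were not always called active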
Target sequence (P47898 whole entry, looked up): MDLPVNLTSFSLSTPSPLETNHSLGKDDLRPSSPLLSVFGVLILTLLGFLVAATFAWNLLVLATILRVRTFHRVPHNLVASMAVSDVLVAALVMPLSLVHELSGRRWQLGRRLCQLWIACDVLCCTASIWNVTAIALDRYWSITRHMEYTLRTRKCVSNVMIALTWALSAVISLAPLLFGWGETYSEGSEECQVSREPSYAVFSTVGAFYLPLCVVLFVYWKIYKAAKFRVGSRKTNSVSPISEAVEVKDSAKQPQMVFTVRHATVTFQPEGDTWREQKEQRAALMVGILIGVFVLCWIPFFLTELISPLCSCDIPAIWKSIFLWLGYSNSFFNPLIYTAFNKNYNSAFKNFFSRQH
SR-BI uptake up – enhances SR-BI lipid uptake from DiI-HDL | CHO ldlA[mSR-BI] cells, DiI-HDL uptake fluorescence, 3 h; 100 = double the neutral-control signal | activation, % at 12.5 µM | 320,000 compounds, 0.096% hits | AID 504775;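 active means mean replicate activation of at least 60% and every replicate at or above 60%; inconclusive means mean or all-replicate condition met, but not both; inactive means mean below 60% and not all replicates reaching 60%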;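 further: 0% = median plate neutral-control signal and 100% = twice that signal; values of inactives mirror those of a sister screen read the other way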
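Material: SR-BI-overexpressing, LDLR-lacking CHO cells; schedule: compound exposure 3 h, 37 °C; reagent: DiI-labelled HDL at 10 µg/mL final; technique: bottom-read fluorescence, 550/595 nm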
Rtt109 Vps75 – inhibitors of Candida albicans Rtt109/Vps75 histone acetyltransferase. AID 540336. purified Rtt109/Vps75, ThioGlo CoA-SH fluorescence, 4 h. Q5AAJ8. inhibition, % at 34.9 µM. 330,000 compounds, 0.16% hits;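 active means inhibition of at least 50% in every replicate; inconclusive means best replicate reaches 50% inhibition but some replicates fall short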
Target sequence (Q5AAJ8 whole entry, looked up): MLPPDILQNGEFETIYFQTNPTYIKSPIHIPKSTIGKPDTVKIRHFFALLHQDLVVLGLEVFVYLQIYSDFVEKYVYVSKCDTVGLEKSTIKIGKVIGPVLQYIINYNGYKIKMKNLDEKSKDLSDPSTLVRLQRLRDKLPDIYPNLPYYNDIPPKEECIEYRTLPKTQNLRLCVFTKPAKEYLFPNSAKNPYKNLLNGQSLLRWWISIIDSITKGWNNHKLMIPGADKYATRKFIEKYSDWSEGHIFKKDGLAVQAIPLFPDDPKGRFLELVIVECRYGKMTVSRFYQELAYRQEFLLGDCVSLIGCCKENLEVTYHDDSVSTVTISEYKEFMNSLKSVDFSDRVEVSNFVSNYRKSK
CDK5 inh – blocks human CDK5/p35 kinase activity; inhibition, % at 10 µM; Q00535+Q15078; Recombinant CDK5/p35, ADP-Glo luminescence, 60 min; 330,000 compounds, 0.01% hits;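 active means highest replicate inhibition of at least 50% and at least 75% of replicates reaching 50%; inconclusive means only one of the two criteria met; inactive means both criteria failed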;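 further: plate controls were DMSO neutral control for no effect and GW8510 at 10 µM for full effect; many of its hits are not listed in these tables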
MITF TRPM1 HTS – increases MITF-driven TRPM1 promoter luciferase signal; 300,000 compounds, 0.75% hits; activation, % at 12.5 µM; SK-MEL-5 TRPM1-promoter luciferase, 24 h; % of positive control, neutral wells = 0;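 active means mean activation of at least 80% with every replicate also reaching 80%; inconclusive means mean reaches 80% but some replicate falls short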;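 further: 0% = neutral control wells and 100% = parthenolide positive control wells; values of inactives mirror those of a sister screen read the other way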
Wnt bcat act – Wnt/beta-catenin pathway activation. activation, % at 9.35 µM. 300,000 compounds, 1.2% hits. Wnt/beta-catenin reporter cell assay, activator, plate reader; in the data active means activation above about 30%, passing the limit was not always enough; inconclusive means no clear call, values can overlap the other calls;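 further: 0% = neutral control wells and 100% = positive control wells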
dFosB act – activators of mouse delta FosB homodimer; AID 493131; activation, % at 25 µM; 340,000 compounds, 0.99% hits; purified delta FosB, TAMRA-CDK5 oligo fluorescence polarization; percent of positive-control signal above neutral wells;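 active means mean activation above about 17%, with every replicate also reaching it, limit read from the data, passing the limit was not always enough; inconclusive means only one of the two conditions met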;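 further: fluorescence polarization rise as delta FosB binds a TAMRA Cdk5 AP-1 oligo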
Target sequence (P13346 whole entry, looked up): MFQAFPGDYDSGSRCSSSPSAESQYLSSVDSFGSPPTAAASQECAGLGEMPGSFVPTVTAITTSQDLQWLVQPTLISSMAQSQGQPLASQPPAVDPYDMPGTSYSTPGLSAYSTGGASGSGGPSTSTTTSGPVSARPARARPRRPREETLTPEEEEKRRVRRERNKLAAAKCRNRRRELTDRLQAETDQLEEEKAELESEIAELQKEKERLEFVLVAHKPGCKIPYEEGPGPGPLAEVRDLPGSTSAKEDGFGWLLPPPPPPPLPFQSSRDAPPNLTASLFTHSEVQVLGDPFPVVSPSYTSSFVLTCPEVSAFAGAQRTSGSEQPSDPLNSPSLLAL
cardiac RTF act – increases calcium sensitivity of human cardiac regulated thin filaments | P19429+P45379 | IANBD-labeled TnC RTF fluorescence at EC20 calcium; 0% EC20 calcium, 100% full calcium | activation, % at 7.2 µM | 340,000 compounds, 0.24% hits | AID 493008;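 active means activation above the mean over all tested compounds plus 3 SD, cut at about 30% in these data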;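 further: rise in fluorescence read as greater calcium sensitivity of cardiac thin filaments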
PvdQ acylase – blocks Pseudomonas aeruginosa PvdQ acylase activity; purified PvdQ acylase, fluorescence plate reader; inhibition, % at 10 µM; 340,000 compounds, 0.063% hits; AID 488965; in the data active means inhibition above about 30%, passing the limit was not always enough; inconclusive means no clear call, values can overlap the other calls;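 further: 0% = vehicle neutral wells and 100% = reference inhibitor wells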
SR-BI DiI inh – mouse SR-BI HDL lipid transfer inhibition | ldlA[mSR-BI] CHO cells, DiI-HDL uptake fluorescence, 3 h | inhibition, % at 12.5 µM | 320,000 compounds, 0.96% hits | AID 488896;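 active means mean replicate inhibition of at least 70% and a set share of replicates each scoring 70 or more; inconclusive means meets just one of the two criteria; inactive means fails both criteria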;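 further: 0% = median of neutral control wells and 100% = median of positive control wells; values of inactives mirror those of a sister screen read the other way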
Active calls of the source: *; ? = inconclusive; . = not tested or not shown.

Structure	HTR5A ag ctr	SR-BI uptake up	Rtt109 Vps75	CDK5 inh	MITF TRPM1 HTS	Wnt bcat act	dFosB act	cardiac RTF act	PvdQ acylase	SR-BI DiI inh
COc1ccccc1NC(=O)Nc1ccccc1C(=O)NCCCN1CCOCC1	0	20	-5	1.1	.	3	-6	-6	-6	-20
Cc1ccc(N2CC(NS(=O)(=O)c3cccs3)CC2=O)cc1 (stereo not given)	0	-27	1	0.0	2	1	-1	0	-12	27
CC(C)n1c2ccccc2c2nc3ccccc3nc21	-3	-44	1	1.1	8	.	-21	-4	-9	44
O=C(Nc1ccc(-c2nc3ncccc3o2)cc1)c1ccco1	-2	-1	15	-1.9	104*	27	-30	-2	7	1
S=c1[nH]nc(-c2cccnc2)n1/N=C/c1ccc(Br)s1	-2	4	-5	0.5	-1	0	-4	0	-12	-4
O=C(CCCCCn1c(=S)[nH]c2cc3c(cc2c1=O)OCO3)N1CCN(c2ccccc2)CC1	0	-28	-6	-0.9	-4	-1	-11	-1	-5	28
Cc1ccc(S(=O)(=O)N2CCC(C(=O)NCCC3=CCCCC3)CC2)c(C)c1	-7	-12	-1	-0.7	10	-3	-9	4	2	12
COc1cc(NC(=O)CCCc2c[nH]c3ccccc23)cc(OC)c1	3	-30	15	2.8	-3	-1	0	-7	9	30
Cc1ccc(-c2nnc(COC(=O)c3ccco3)o2)cc1	2	-3	-7	-1.9	-8	14	-6	9	-9	3
O=C(c1ccccc1)c1ccc2c(c1)OCCOCCOCCO2	-5	1	-15	0.1	.	2	-4	3	-5	-1
COc1ccc(/C(C)=C(\C#N)C(=O)OC(C)C)cc1OC	1	10	3	2.2	12	-2	2	8	-17	-10
CCCc1cc(=O)[nH]c(SC(CC)C(=O)Nc2ccccc2C#N)n1 (stereo not given)	1	5	0	-1.0	-12	-4	-4	-8	-15	-5
Cc1cc(C)cc(C(=O)NCC(=O)N(C)CCOc2ccccc2)c1	8	-4	-3	-2.2	-5	-1	-8	-7	3	4
Cc1c(C(=O)Nc2ccccc2F)sc2nc3n(c(=O)c12)CCC3	0	.	-12	0.3	73	20	-11	-2	2	3
COc1cc(Cn2c(C(=O)O)cc3sccc32)cc(OC)c1OC	0	24	-18	-1.1	-18	.	5	-3	-15	-24
Cc1ccc(CN2CCN(Cc3cccc(C)n3)CC2CCO)cc1 (stereo not given)	-3	25	.	-2.8	-4	-2	-5	-9	-11	-25
c1ccc2[nH]c(Cn3nnc4ccccc43)nc2c1	-3	3	3	-0.8	-2	3	-6	1	5	-3
Cc1c(-n2cc(C(=O)c3cc(F)ccc3O)cc(C#N)c2=O)c(=O)n(-c2ccccc2)n1C	2	11	-5	0.5	7	-1	-3	1	-1	-11
O=C(O)C1CCCCC1C(=O)NCCCn1ccnc1 (stereo not given)	3	13	10	-0.3	3	-1	6	4	-6	-13
Cc1cccc(C2c3[nH]c4ccccc4c3CCN2C(=O)c2noc3c2CCCC3)n1 (stereo not given)	3	-71	5	2.0	-18	1	-4	2	-8	?
O=C(NCCOc1ccc(Cl)cc1)C(=O)NCC1CCCO1 (stereo not given)	-2	22	.	0.2	-2	0	-5	-2	-5	-22
COC(=O)C1=C(N)Oc2cc(C)n(CCCn3ccnc3)c(=O)c2C1c1cccc(Cl)c1 (stereo not given)	0	5	17	-0.6	2	.	-5	1	7	-5
CCC(Sc1nc(-c2ccccc2)c(C#N)c(=O)[nH]1)C(=O)Nc1nnc(C)s1 (stereo not given)	-2	29	3	-0.5	1	3	-3	-6	5	-29
O=C(c1ccco1)N(Cc1ccccc1)c1cccc([N+](=O)[O-])c1	-1	-3	-9	-0.2	1	-5	-2	4	-14	3
Cc1c(NC(=O)CSc2n[nH]c(-c3ccccc3)n2)c(=O)n(-c2ccccc2)n1C	-1	6	-9	0.5	-11	.	3	2	1	-6
COc1ccc(NC(=O)C2CC(c3c(F)cccc3Cl)=NO2)cc1 (stereo not given)	-1	34	3	-1.1	.	4	-3	-1	0	-34
CCOC(=O)C1=C(C)Nc2ccccc2N/C1=N\S(=O)(=O)c1ccc(Cl)cc1	-5	-2	0	-0.4	1	-3	-8	-7	-2	2
O=C(C[n+]1cc(-c2ccc(Cl)cc2)n2c1CCCCC2)c1ccccc1	-2	0	-9	-4.2	.	10	-9	-4	-14	0
O=C(NCC12CC3CC(CC(C3)C1)C2)c1nn2cccnc2c1Cl	-1	-4	-2	-1.3	-1	.	-1	-7	5	4
CCCCN(C(=O)CSc1nnnn1C)c1c(N)n(Cc2ccccc2)c(=O)[nH]c1=O	3	-5	-2	1.1	-21	3	-1	-1	-15	5
COC(=O)c1cn(NC(=O)/C=C/c2cc(OC)ccc2OC)c(=O)c2ccccc12	2	-7	-15	.	-4	-6	12	-7	2	7
O=C(COc1ccccc1)Nc1ccc(N2CCCCC2)cc1	-1	-13	-6	-0.9	73	19	2	12	-13	13
Cc1cccc(OCC(=O)Nc2ccc(N3CCN(S(C)(=O)=O)CC3)cc2)c1	-1	.	-1	1.5	4	-2	10	-10	-7	19
CCOC(=O)C1CCN(C(=O)C2(NC(=O)Nc3ccccc3C)CCCCC2)CC1	5	3	-8	0.0	9	-2	-20	-1	-14	-3
COc1ccc(NC(=O)CN(C)C(=O)c2cn(-c3ccccc3)nc2-c2ccc(OC)cc2)cc1	3	-10	9	-2.5	-8	0	-5	0	8	10
CCOc1ccc(C(CC(=O)O)NC(=O)COc2ccc3ccccc3c2)cc1OC (stereo not given)	1	7	-4	1.6	-10	1	-5	-3	-9	-7
CCN(CC)S(=O)(=O)c1ccc(Cl)c(NC(=O)COC(=O)c2c(C)noc2C)c1	3	-5	6	0.0	0	-2	-2	3	5	5
CC(C)(C)NS(=O)(=O)c1ccc(NS(=O)(=O)c2ccc(F)cc2)cc1	-2	16	16	0.7	8	.	-3	0	-8	-16
CC(C)C(NC(=O)c1ccccc1)C(=O)NC1=NCCS1 (stereo not given)	-1	3	1	-3.1	5	.	-6	6	-6	-3
Cc1ccc2c(CN3CCN(Cc4ccccc4)CC3)cc(=O)oc2c1C	1	14	7	0.0	0	-1	-19	2	-14	-14
CCSCCOC(=O)C1=C(C)N(C)C(=O)NC1c1ccc2c(c1)OCO2 (stereo not given)	-2	-8	4	0.6	.	0	-3	-3	12	8
CN1CCN(S(=O)(=O)c2ccc(NC(=O)c3cccc(S(=O)(=O)N4CCCC4)c3)cc2)CC1	8	-3	2	-0.2	1	.	-6	5	-13	3
O=C(Cc1c(C(=O)O)[nH]c2ccccc12)Nc1ccc2c(c1)OCO2	1	-7	3	0.9	0	5	6	0	9	7
COc1ccc2nc(N=NC3=C(O)CC(C)(C)CC3=O)sc2c1	-1	-53	5	0.9	-64	-1	-2	-8	-4	53
O=C(O)/C=C/c1ccc2ccccc2n1	2	5	-8	-1.2	4	-1	-3	2	-6	-5
Cc1ccc(N(CC(=O)NCCc2ccccc2)S(=O)(=O)c2c(C)noc2C)cc1	0	-5	-12	2.6	4	-2	-1	2	-12	5
CCn1c(SC2CCOC2=O)nnc1-c1ccc(Cl)cc1 (stereo not given)	-4	7	-10	0.9	0	0	-5	-2	-10	-7
COc1ccc(N(C)C(=O)CC2(CC(=O)O)CCCCC2)cc1	-5	25	5	-4.1	-6	.	6	2	-7	-25
Cc1cccc(OCC(=O)OCC(=O)c2c(N)n(C)c(=O)n(C)c2=O)c1C	-2	15	4	-0.2	.	.	4	13	-5	-15
Cc1csc(N2C(=O)C3C4CCC(O4)C3C2=O)n1 (stereo not given)	-3	26	1	-1.1	0	0	-2	4	-9	-26
CCOc1ccc(-n2c(SCC(=O)Nc3nccs3)nc3c(c2=O)SCC3)cc1	-3	3	-8	-0.1	.	-10	-6	0	-10	-3
COCCCN=C1NN=C(c2cc(C)n(-c3ccccc3)c2C)CS1	5	-13	.	0.7	0	-5	-4	-3	-7	13
CCC(C)NCCOc1ccc(C)cc1[N+](=O)[O-] (stereo not given)	2	12	-4	-1.1	-1	0	3	3	-13	-12
CCC(=O)NC(C)C(c1cccs1)N1CCOCC1 (stereo not given)	-1	5	4	-1.9	3	.	0	9	-7	-5
CCOC(=O)N1CCC(N2CCCC(C(=O)c3cc(F)ccc3OC)C2)CC1 (stereo not given)	7	25	?	0.3	-9	50*	-1	-5	4	-25
CCOC(=O)CNC(=O)N1CCCC(CNS(=O)(=O)c2cccs2)C1 (stereo not given)	-8	3	-9	-0.2	6	2	-2	2	-10	-3
O=C(NC1CC1)C1CCN(c2ncnc3c2sc2cccc(F)c23)CC1	-1	-3	-1	0.5	.	2	-23	4	-2	3
COC(=O)c1c(NC(=O)CN2C(=O)NC3(CCCCC3C)C2=O)sc2c1CCC2 (stereo not given)	-1	-34	3	-2.7	18	-5	1	-8	-6	34
O=C(CSCc1c(Cl)cccc1Cl)NCc1ccco1	1	12	2	-0.7	6	.	2	0	-2	-12
O=P(COCCOCP(=O)(c1ccccc1)c1ccccc1)(c1ccccc1)c1ccccc1	2	10	10	-0.3	-6	9	-2	-11	6	-10

Part of the list above in a different format.
CCCCN(C(=O)CSc1nnnn1C)c1c(N)n(Cc2ccccc2)c(=O)[nH]c1=O
  HTR5A ag ctr = 3	SR-BI uptake up = -5	Rtt109 Vps75 = -2	CDK5 inh = 1.1	MITF TRPM1 HTS = -21	Wnt bcat act = 3	dFosB act = -1	cardiac RTF act = -1	PvdQ acylase = -15	SR-BI DiI inh = 5

Cc1cccc(OCC(=O)OCC(=O)c2c(N)n(C)c(=O)n(C)c2=O)c1C
  HTR5A ag ctr = -2	SR-BI uptake up = 15	Rtt109 Vps75 = 4	CDK5 inh = -0.2	MITF TRPM1 HTS = .	Wnt bcat act = .	dFosB act = 4	cardiac RTF act = 13	PvdQ acylase = -5	SR-BI DiI inh = -15

Continuation:
Structure	HTR5A ag ctr	SR-BI uptake up	Rtt109 Vps75	CDK5 inh	MITF TRPM1 HTS	Wnt bcat act	dFosB act	cardiac RTF act	PvdQ acylase	SR-BI DiI inh
CCOc1cc(N2CCOCC2)c(OCC)cc1NC(=O)c1[nH]c(C)c(C(C)=O)c1C	1	-5	-6	-3.5	8	0	-14	3	-12	5
CCOC(=O)c1cnc(N)nc1C(F)(F)F	-1	22	-1	-1.7	-3	0	-11	-4	-9	-22
O=C(CNC(=O)c1ccccc1O)N/N=C/c1ccccn1	-4	19	1	-6.3	0	13	-9	-5	-10	-19
CC(C)(C)C(=O)NN=C1CCC(c2ccccc2)CC1 (stereo not given)	-3	20	-2	-2.9	-4	0	-1	-1	-14	-20
O=C(CCc1nnc(COc2ccccc2)o1)NCc1ccccc1C(F)(F)F	-1	.	-1	0.8	-8	11	-1	-2	-6	.
COc1ccccc1N(CC(=O)NCCSCc1ccccc1Cl)S(C)(=O)=O	-2	5	5	-0.2	-9	18	-7	1	-9	-5
CCOc1ccccc1NC(=O)C(=O)N/N=C/c1cc(Br)ccc1O	2	-126	-11	-1.1	-60	-1	5	-6	-7	126*
